GCN5L2 inh = GCN5L2 (KAT2A) acetyltransferase inhibition; hit rate 0.21% among 390,000; Potency, µM (titrated, usually from 58.9 µM), for the others: top-dose activity change, negative = inhibition, actives largely listed as inhibitors; GCN5L2 HAT assay, ThioGlo1 CoA-SH fluorescence
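Compounds, pin-transferred from DMSO stocks, meet 20nM GCN5L2 for 15 min before the reaction begins with H3(1-25) peptide (75uM) and acetyl-CoA (70uM). Thiol-reactive ThioGlo1 reports CoA release over 20 min at room temperature.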
N370S GC = inhibits or activates N370S mutant glucocerebrosidase; N370S GC spleen homogenate, 4MU-glucoside fluorescence; P04062; hit rate 0.092% among 330,000; Potency, µM (doses to about 59.4 µM), inactives show top-dose activity change, negative = inhibition, usual class: inhibitors;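 also: 0% = full enzyme activity and -100% = no enzyme basal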
FEN1 inh = blocks human flap endonuclease 1. Recombinant FEN1 flap cleavage, fluorescence, 15 min. Potency, µM (titrated, usually from 114 µM), for the others: at the highest dose activity change, negative = inhibition, usual class: inhibitors. hit rate 0.35% among 390,000. AID 588795; also: nearly all actives have a fitted effect of over 65% in size
Target sequence (P39748 whole entry, looked up): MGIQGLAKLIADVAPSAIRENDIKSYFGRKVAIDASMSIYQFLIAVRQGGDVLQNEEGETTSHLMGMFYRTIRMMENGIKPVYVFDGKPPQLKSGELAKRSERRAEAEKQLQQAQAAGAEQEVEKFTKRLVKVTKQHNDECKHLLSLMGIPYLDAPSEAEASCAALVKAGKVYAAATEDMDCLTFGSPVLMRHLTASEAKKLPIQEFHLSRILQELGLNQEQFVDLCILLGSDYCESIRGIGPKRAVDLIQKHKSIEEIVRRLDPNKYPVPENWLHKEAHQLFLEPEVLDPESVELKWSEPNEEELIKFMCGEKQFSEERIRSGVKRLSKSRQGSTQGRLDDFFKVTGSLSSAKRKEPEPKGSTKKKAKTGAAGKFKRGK
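Enzyme 10 nM, 15 min RT preincubation with compound; start with substrate 50 nM final; reads at 0 and 15 min; qHTS titration, four-parameter Hill fit.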
The depositor's hits bear a star; ? = inconclusive; / = no result given; & = joins results of further samples; [ ] = dose if it differs, or a comment. Calls follow the shape of the dose curve; as a rule, active = well fitted curve in the direction sought with a large enough effect; inconclusive = small, poorly fitted or top-dose-only effect, or another doubt; inactive = no such curve, though single readings can be large; an effect the other way counts as inactive or inconclusive. Unless noted, % is scaled to controls: 0 for no effect and ±100 for the full control effect; potency is read from the fitted curve at half-maximal effect.

[1] O=C(Nc1ccc2ccccc2c1)c1ccccc1F
[2] Cc1cc(NC(=O)CN2C(=O)N(C)C3(CCCCC3)C2=O)ccc1Br
[3] O=CC1=C(N2CCOCC2)/C(=C\c2ccccc2)CC1
[4] O=S(=O)(NCC(c1cccnc1)N1CCOCC1)c1cccs1 (stereo not drawn)
[5] Cc1nc(N2CCCCC2)nc(N2CCCCC2)c1C=O
[6] COc1ccc(CN(Cc2ccc(C(=O)O)cc2)C(=S)Nc2ccc(C)cc2)cc1OC
[7] CCSc1ccccc1C(=O)NC1CCCCC1
[8] Cc1ccc(NC(=O)CSc2nnc(-c3ccccc3Br)o2)cc1C
[9] CCNC(=O)C(=O)NCC(c1cccs1)S(=O)(=O)c1ccc(C)cc1 (stereo not drawn)
[10] Cc1cc(C)cc(NC(=O)CSc2nnc(COc3ccccc3Cl)o2)c1
entry no. | 1 | 2 | 3 | 4 | 5 | 6 | 7 | 8 | 9 | 10
GCN5L2 inh | -14% | -4% | -10% | -2% | -11% | -1% | -4% | -12% | -6% | -7%
N370S GC | -6% | / | 9% | 1% | 9% | 0% | -5% | 21% | -12% | /
FEN1 inh | -8% | ? | 5% | 13% | -3% | 16% | -1% | -16% | 15% | -26%

[11] COc1ccccc1N1CCN(CC(=O)N2CCCC2)CC1
[12] COc1ccc(CCNC(=O)c2cc(S(=O)(=O)N(C)C)ccc2N2CCCC2)cc1OC
[13] COc1ccc(-n2c(=O)c3c4c(sc3n(CC(=O)N3CCCCC3C)c2=O)CCC4)c(OC)c1 (stereo not drawn)
[14] Cc1ccc(S(=O)(=O)N2CCCCC2)cc1C(=O)N(C)CC(=O)Nc1cccc(F)c1
[15] CN(CC(=O)Nc1ccccc1Cl)C(=O)COC(=O)C1CCN(c2ccc(C(F)(F)F)cn2)CC1
[16] O=C1CC2CS(=O)(=O)CC2N1C1CCCCC1 (stereo not drawn)
[17] COc1ccc(Cl)cc1N(C)C(=O)Cc1noc2ccc(C)cc12
[18] O=C(Nc1ccc(S(=O)(=O)Nc2nccs2)cc1)c1ccc(F)cc1
[19] OCCN1CCN(c2ncnc3c2sc2nc(N4CCOCC4)c4c(c23)CCC4)CC1
[20] O=C(CN1C(=O)NC2(CCCCC2)C1=O)NCCCSc1ccccc1
entry no. | 11 | 12 | 13 | 14 | 15 | 16 | 17 | 18 | 19 | 20
GCN5L2 inh | -2% | 0% | -6% | -5% | -1% | -2% | -9% | -2% | -6% | -7%
N370S GC | -3% | 0% | / | 0% | 6% | 4% | / | 0% | -15% | /
FEN1 inh | -1% | 5% | 11% | 3% | -11% | 0% | 2% | -2% | ? | -11%

Single records, from the list above:
OCCN1CCN(c2ncnc3c2sc2nc(N4CCOCC4)c4c(c23)CCC4)CC1 reads GCN5L2 inh = -6%; N370S GC = -15%; FEN1 inh = ?
COc1ccccc1N1CCN(CC(=O)N2CCCC2)CC1 reads GCN5L2 inh = -2%; N370S GC = -3%; FEN1 inh = -1%
COc1ccc(-n2c(=O)c3c4c(sc3n(CC(=O)N3CCCCC3C)c2=O)CCC4)c(OC)c1 (stereo not drawn) reads GCN5L2 inh = -6%; N370S GC = /; FEN1 inh = 11%

Next part:
[21] CC1(c2ccc(Cl)cc2)NC(=S)N2C1NC(=S)N2c1ccccc1 (stereo not drawn)
[22] Cc1ccccc1-c1nnn(CC(=O)Nc2ccc3c(c2)OCCO3)n1
[23] COc1ccc(S(=O)(=O)NCCCn2ccnc2)cc1Cl
[24] Nc1cc(N)nc(SCc2ccc(Cl)cc2)n1
[25] C[C@@H]1CN([C@H](C)CO)C(=O)c2cc(NC(=O)Nc3ccc(C(F)(F)F)cc3)ccc2O[C@H]1CN(C)S(=O)(=O)c1cccs1
[26] Cc1ccc2c(c1)C1CN(C)CCC1N2C(=O)c1ccccc1NS(=O)(=O)c1ccc(F)cc1C (stereo not drawn)
[27] COC(=O)c1ccccc1NC(=O)CSc1nc2sc3c(c2c(=O)[nH]1)CCCC3
[28] COC(=O)CCC(=O)OC1(C)C(=O)C2=CN(CCc3ccccn3)C(c3ccc(OC)cc3)=CC2=C(Br)C1=O (stereo not drawn)
[29] CCCN1CCN(C(=S)NCc2ccc(Cl)cc2)CC1
[30] CS(=O)(=O)N1N=C(c2ccc(Br)cc2)CC1c1ccc2c(c1)OCO2 (stereo not drawn)
entry no. | 21 | 22 | 23 | 24 | 25 | 26 | 27 | 28 | 29 | 30
GCN5L2 inh | -20% | -2% | -2% | -8% | -16% | 1% | ? | / | 2% | -17%
N370S GC | -11% | -2% | -1% | -13% | / | -9% | / | 14%[12.8 µM] | -28% | -2%
FEN1 inh | 12% | 0% | -7% | -1% | 1% | 2% | ? | -14% | 0% | 0%

[31] O=C(CN(C(=O)CCC(=O)Nc1nccs1)c1cccc(F)c1)NCCc1ccccc1
[32] COCCN(CCOC)Cc1c(O)ccc2c1O/C(=C\c1ccc(C)o1)C2=O
[33] O=C(CSc1nc(=O)n(Cc2ccncc2)c2c1CCC2)Nc1ccccc1
[34] CCc1ccc(NC(=O)c2sc3nc(-c4ccccc4)cn3c2C)cc1
[35] COc1ccc(NC2=CC(c3ccc(OC)c(OC)c3)N(c3ccc(OC)cc3)C2=O)cc1 (stereo not drawn)
[36] Cc1c(Cl)cccc1NC(=S)NCCC(C)C
[37] O=C(CNS(=O)(=O)c1ccc(Br)s1)N1CCN(C(=O)c2ccco2)CC1
[38] O=C1C2C3C=CC(C3)C2C(=O)N1c1cccc(N2C(=O)C3C4C=CC(C4)C3C2=O)n1 (stereo not drawn)
[39] NNC(=O)c1nc(Cl)c(Cl)c(N)c1Cl
[40] N#CCCN(C(=O)COC(=O)CNC(=O)c1ccc(-c2ccccc2)cc1)c1ccc(F)cc1
entry no. | 31 | 32 | 33 | 34 | 35 | 36 | 37 | 38 | 39 | 40
GCN5L2 inh | -2% | -23% | -1% | -1% | -6% | -21% | 1% | 2% | -8% | -5%
N370S GC | -3% | -15% | / | / | 16% | 9% | 0% | 13% | -6% | -5%
FEN1 inh | 4% | -6% | -1% | 0% | -6% | -9% | 4% | 3% | -9% | -11%

[41] Cc1ccc(CN2CC(=O)N3[C@H]4c5cc(Cl)ccc5OC[C@@H]4[C@H](c4ccccc4)[C@]3(C)C2=O)cc1
[42] COc1ccc(C)cc1S(=O)(=O)NC1CCCCCC1
[43] Cc1cc(C)n(CC(O)CN2c3ccccc3Sc3ccccc32)n1 (stereo not drawn)
[44] O=c1ccc(-c2ccccc2)no1
[45] CCOC(=O)C1CCN(S(=O)(=O)c2ccc(Cl)cc2OC)CC1
[46] CC(=O)N1CCOc2ccc(S(=O)(=O)N3CCC(C(=O)Nc4cc(C)cc(C)c4)CC3)cc21
[47] O=C(Cn1c(=O)[nH]c2ccsc2c1=O)NC1CCCCCC1
[48] O=C(Nc1cccc(NC(=O)c2ccco2)c1)c1ccc([N+](=O)[O-])cc1
[49] CCN(c1cccc(C)c1)S(=O)(=O)c1ccc(-c2ccc(=O)[nH]n2)o1
[50] Cc1ccc(C(=O)O)cc1-n1c(C)cc(C=O)c1C
entry no. | 41 | 42 | 43 | 44 | 45 | 46 | 47 | 48 | 49 | 50
GCN5L2 inh | -14% | -24% | -15% | -20% | -5% | -4% | -3% | -22% | -5% | -3%
N370S GC | / | -2% | 5% | -2% | ? | -25% | 3% | 3% | 0% | -5%
FEN1 inh | -23% | -21% | -28% | 0% | 10% | -10% | -18% | -2% | 15% | -15%

[51] CC(=O)N1N=C(c2cccc(NS(C)(=O)=O)c2)CC1c1ccc2c(c1)OCO2 (stereo not drawn)
[52] COc1cccc(-c2cc(C(F)(F)F)n3nc(C(=O)N4CCCCC4c4cccnc4)cc3n2)c1 (stereo not drawn)
[53] CC(C)c1ccc(C2c3c(-c4ccccc4O)n[nH]c3C(=O)N2CCc2ccccc2)cc1 (stereo not drawn)
[54] COC(=O)c1sccc1NC(=O)c1ccccc1F
[55] NC(=O)c1ccsc1NC(=O)CS(=O)(=O)c1ccccc1
[56] CCOC(=O)c1c(NC(=O)/C=C/c2ccco2)sc(C)c1C
[57] CCc1cc2c(=O)[nH]c(N3CCCC3)nc2s1
[58] Cc1ccc(-c2nc(SCC(=O)NCC3CCCO3)c(-c3ccccc3)[nH]2)cc1 (stereo not drawn)
[59] Cc1ccc(-c2cc(C(=O)N3CCN(C(=O)c4ccco4)CC3)no2)cc1
[60] O=C(CCC(=O)N1CC2CCCN2c2ccccc21)NCc1ccccc1F (stereo not drawn)
entry no. | 51 | 52 | 53 | 54 | 55 | 56 | 57 | 58 | 59 | 60
GCN5L2 inh | 0% | -16% | -1% | 7% | -8% | -3% | 3% | 0% | -3% | -2%
N370S GC | -2% | -1% | / | -6% | -5% | -1% | ? | 6% | 10% | /
FEN1 inh | -7% | -2% | -1% | -8% | 4% | 17% | -6% | 1% | 1% | -1%

[61] O=C(CCCCn1c(=O)c2ccccc2n(Cc2ccccc2Cl)c1=O)NCc1ccc2c(c1)OCO2
[62] O=C(N/N=C/c1ccccc1[N+](=O)[O-])C(=O)N1CCCC1
[63] CC(=O)CC1=NC(C)(C)Cc2ccccc21
[64] Cc1ccccc1C(=O)Nc1ccc2c(C#N)c3nc4ccccc4nc3n2c1
[65] CC(C)(C)c1cc(C(C)(C)C)c2oc(=O)c(-c3nc4ccccc4[nH]3)cc2c1
[66] O=C(Nc1nc(-c2ccccc2)cs1)C1CCCCN1S(=O)(=O)c1ccccc1 (stereo not drawn)
[67] COc1ccc2ccccc2c1/C=N/NC(=O)c1cccc(Br)c1
[68] Cc1ccc2cc(NC(=O)c3cccc(F)c3)ccc2n1
[69] COC(=O)C1=C(C)N(c2ccc(Cl)cc2)/C(=C/c2cccs2)C1=O
[70] O=C(COC(=O)COc1ccc(Br)cc1)NC1CCCCCC1
entry no. | 61 | 62 | 63 | 64 | 65 | 66 | 67 | 68 | 69 | 70
GCN5L2 inh | 0% | 1% | -4% | -13% | -16% | -12% | 0% | -1% | -4% | -1%
N370S GC | / | -11% | -3% | -6% | / | 16% | -8% | -3% | 7% | /
FEN1 inh | -10% | 6% | -2% | ? | 16% | ? | 15% | -4% | -1% | 23%

[71] CCOC(=O)C1CCCN(S(=O)(=O)CCNC(=O)c2ccc(F)cc2)C1 (stereo not drawn)
[72] CCCCN(C(=O)C(C)Oc1cccc(Cl)c1)c1c(N)n(CCC)c(=O)[nH]c1=O (stereo not drawn)
[73] COC(=O)c1nn(C23CC4CC(CC(C4)C2)C3)c2c1C(=O)N(c1ccc(Br)cc1)C2=O
[74] COc1ccc(CC2(CO)CCN(C/C=C/c3ccccc3OC)CC2)cc1
[75] Cc1ccc(NC(=O)c2cccc(S(=O)(=O)NCc3ccccc3)c2)nc1
[76] Cc1ncc[nH]1
[77] CCOc1ccccc1NC(=O)c1c(NC(=O)c2ccccc2C)sc2c1CCC(C)C2 (stereo not drawn)
[78] CC(=O)/C(C)=N\O
[79] CCOC(=O)CN1CCS(=O)(=O)CC1
[80] O=C(COC(=O)c1cccs1)NCCc1ccc(F)cc1
entry no. | 71 | 72 | 73 | 74 | 75 | 76 | 77 | 78 | 79 | 80
GCN5L2 inh | -2% | 0% | 2% | 1% | -2% | -4%&-8% | 1% | 7%[0.501 µM] | 1% | -5%
N370S GC | 0% | -14% | ? | -20% | -19% | -2% | / | -6% | -14% | 1%
FEN1 inh | 2% | -8% | -11% | -2% | 16% | 6% | -6% | / | 13% | -12%

[81] CC1=C(C(N)=O)C(c2ccc(C(C)C)cc2)n2nc(SCc3ccccc3)nc2N1 (stereo not drawn)
[82] CCOc1ccc(-n2c(C)nc3cc(C(=O)NCc4ccco4)ccc32)cc1
[83] COc1ccc(S(=O)(=O)N2CCCCCC2)cc1C(=O)NCc1ccco1
[84] O=Cc1c(-c2ccccc2)nc2ccccn12
[85] c1ccc(OCCCCN2CCOCC2)cc1
[86] c1ccc2cc(OCCCn3ccnc3)ccc2c1
[87] CCOC(=O)c1c(NC(=O)CN2CCCCC2)sc(C)c1C
[88] COc1cc(CN=Cc2c(O)n(Cc3ccccc3)c(=S)[nH]c2=O)cc(OC)c1
[89] COc1cccc(-c2ccc3ncnc(N(C)C)c3c2)c1
[90] Nc1nonc1C(=O)N/N=C/c1ccc(-c2cccc(C(=O)O)c2)o1
[91] COc1ccc(-c2nc3cc([N+](=O)[O-])ccc3o2)cc1OC
[92] Cc1ccc(C)c(NC(=O)Nc2csc3c2CCCC3)c1
[93] COCc1cc(C)nc(SCC(=O)Nc2ccc3[nH]c(=O)[nH]c3c2)c1C#N
entry no. | 81 | 82 | 83 | 84 | 85 | 86 | 87 | 88 | 89 | 90 | 91 | 92 | 93
GCN5L2 inh | 4% | 1% | -8% | 13% | -5% | -5% | -1% | -9% | -21% | -6% | ? | 0% | -7%
N370S GC | / | 3% | / | 12% | 2% | 2% | -5% | 1% | -16% | 3% | 7% | / | -6%
FEN1 inh | 11% | 53%[activator] | 2% | -11% | -2% | 2% | 5% | -3% | / | / | 0% | 25% | 12%

Assay outcomes deposited in PubChem BioAssay by National Center for Advancing Translational Sciences (NCATS).
